NSD2 HMT inh: blocks human histone methyltransferase NSD2 | NSD2 peptide methylation, AlphaScreen, 120 min | inhibition, % at 12.5 µM | hit rate 0.54% among 310,000 | AID 743445; in the data active = inhibition above about 50%
Target sequence (O96028 whole entry, looked up): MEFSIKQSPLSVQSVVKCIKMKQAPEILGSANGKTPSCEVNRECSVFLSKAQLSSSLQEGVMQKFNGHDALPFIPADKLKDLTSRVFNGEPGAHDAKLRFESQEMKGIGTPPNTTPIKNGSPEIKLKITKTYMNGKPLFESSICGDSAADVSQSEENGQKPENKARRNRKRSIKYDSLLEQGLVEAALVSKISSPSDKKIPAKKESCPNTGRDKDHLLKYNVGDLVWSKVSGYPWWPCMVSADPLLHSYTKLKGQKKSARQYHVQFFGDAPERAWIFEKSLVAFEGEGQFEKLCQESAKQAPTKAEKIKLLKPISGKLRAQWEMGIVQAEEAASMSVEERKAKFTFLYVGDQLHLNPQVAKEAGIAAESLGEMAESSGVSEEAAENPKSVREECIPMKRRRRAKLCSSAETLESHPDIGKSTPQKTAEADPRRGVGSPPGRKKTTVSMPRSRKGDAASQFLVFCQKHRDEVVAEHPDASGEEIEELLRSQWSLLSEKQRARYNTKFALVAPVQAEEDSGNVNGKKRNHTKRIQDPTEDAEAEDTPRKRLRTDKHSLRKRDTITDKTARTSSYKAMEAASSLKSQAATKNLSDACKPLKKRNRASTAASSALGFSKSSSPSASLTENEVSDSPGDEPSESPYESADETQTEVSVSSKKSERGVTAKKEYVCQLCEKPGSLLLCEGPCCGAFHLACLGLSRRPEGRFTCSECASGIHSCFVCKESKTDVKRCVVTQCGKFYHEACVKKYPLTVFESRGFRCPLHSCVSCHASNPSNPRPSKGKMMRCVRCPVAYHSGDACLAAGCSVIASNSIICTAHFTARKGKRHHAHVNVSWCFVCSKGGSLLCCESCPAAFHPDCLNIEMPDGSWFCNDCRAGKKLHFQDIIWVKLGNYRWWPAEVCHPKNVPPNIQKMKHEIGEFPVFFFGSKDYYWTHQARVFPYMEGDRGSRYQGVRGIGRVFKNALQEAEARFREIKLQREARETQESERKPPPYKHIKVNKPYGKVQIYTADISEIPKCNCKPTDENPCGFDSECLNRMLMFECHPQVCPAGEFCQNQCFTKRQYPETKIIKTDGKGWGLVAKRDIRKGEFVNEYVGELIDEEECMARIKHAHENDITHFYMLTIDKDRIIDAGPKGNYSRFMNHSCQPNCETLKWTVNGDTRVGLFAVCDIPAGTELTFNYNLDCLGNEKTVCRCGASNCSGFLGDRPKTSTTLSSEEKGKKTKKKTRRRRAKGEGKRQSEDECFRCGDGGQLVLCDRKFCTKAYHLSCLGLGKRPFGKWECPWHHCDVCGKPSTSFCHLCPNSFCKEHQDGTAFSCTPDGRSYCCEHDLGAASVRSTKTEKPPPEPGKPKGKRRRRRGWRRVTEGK
* hit, by the source's call.

Structure,NSD2 HMT inh
O=C(NCc1ccccc1)[C@H]1CCCN1C(=O)[C@H]1CCCN1C(=O)c1cccc2ccccc12,-2
O=C(Nc1ccc(F)c(Cl)c1)C1Cc2c(-c3ccc(Cl)cc3)ccnc2O1 (stereo not drawn),-2
O=C(C=Cc1ccc(OCc2ccccc2)cc1)c1c(F)cccc1F,-2
COc1ccc(OC)c(NC(=O)C2(C)CCN2C(C)C)c1 (stereo not drawn),1
CCOC(=O)C1=C(O)C(=O)N(CCCn2ccnc2)C1c1ccc(OC)cc1 (stereo not drawn),-6
COc1cc(C)c(Cl)cc1S(=O)(=O)NC1CC(C)(C)NC(C)(C)C1,-4
O=C(Nc1ccc2c(c1)Cc1cc([N+](=O)[O-])ccc1-2)C(F)(F)F,0
CCCCS(=O)(=O)N1CCCc2nc(C)c(C)cc21,1
CN1CCN(c2ncnc3c2ncn3[C@H]2CN(Cc3ccc4c(c3)OCO4)C[C@@H](CO)O2)CC1,4
C[N+]1(CC(=O)NNc2c3ccccc3nc3ccccc23)CCOCC1,11

Molecules listed so far that have a halogen (4):
Structure,NSD2 HMT inh
O=C(Nc1ccc(F)c(Cl)c1)C1Cc2c(-c3ccc(Cl)cc3)ccnc2O1 (stereo not drawn),-2
O=C(C=Cc1ccc(OCc2ccccc2)cc1)c1c(F)cccc1F,-2
COc1cc(C)c(Cl)cc1S(=O)(=O)NC1CC(C)(C)NC(C)(C)C1,-4
O=C(Nc1ccc2c(c1)Cc1cc([N+](=O)[O-])ccc1-2)C(F)(F)F,0

Going on with the list.
Structure,NSD2 HMT inh
Cc1sc2nc(SCC(=O)c3ccc(O)c(O)c3)n(Cc3ccco3)c(=O)c2c1C,-5
COCCCNc1ccn2nc(-c3ccccc3)cc2n1,26
Cc1cc(NS(=O)(=O)c2ccc(NC(=O)CSc3nnc(-c4ccncc4)n3-c3ccccc3)cc2)nc(C)n1,1
O=C(Nc1ccc(C(=O)c2ccccc2)cc1)c1ccc(F)cc1,1
COc1ccc(-c2cc(NC(C)=O)c3ncc(-c4cc(OC)c(OC)c(OC)c4)n3c2)cn1,8
O=C(NCc1cccc(C(F)(F)F)c1)c1ccc2sc([C@@H]3O[C@H](CO)[C@H](O)[C@H](O)[C@H]3O)nc2c1,1
CC(=O)Nc1cccc(NC(=O)c2oc3ccccc3c2C)c1,8
CC1(NC(=O)CC[N+](C)(C)CCO)CS(=O)(=O)CC1S(=O)(=O)[O-] (stereo not drawn),8
Cc1ccc(C(=O)NNC(=O)CSc2nnc(CNc3ccc(F)cc3)n2C)cc1,-4
C/C(C=NNC(=O)c1cc(-c2ccc(C)c(C)c2)n[nH]1)=C/c1ccco1,7
CCCNC(=O)C1(C)CCN(C(=O)c2cc(C)n(C(C)(C)C)n2)C1 (stereo not drawn),0
CN(C)c1ccc(CNC(=O)C2Cc3c(-c4cccc(C(N)=O)c4)ccnc3O2)cc1 (stereo not drawn),4
CCOC(=O)c1ccc(CN2CCCC(C)(C(=O)NCCOC)C2)cc1 (stereo not drawn),-3
CCCCN1C(=O)C(CC(=O)NC(c2ccccc2)c2ccccc2)CC(C(=O)N2CCCCCC2)=C1C (stereo not drawn),1
Nc1[nH]c(C(=O)c2ccc(Br)cc2)c(-c2ccncc2)c1C(=O)c1ccccc1,-2
CCCS(=O)(=O)NC(=O)C1(C)CCCN(C(=O)c2cccs2)C1 (stereo not drawn),-2
COc1ccc([C@H]2OC(=O)C[C@@H]2C(=O)N2CCCCC2)cc1OC,2
CCCS(=O)(=O)NC(=O)C1(C)CCCN(C(=O)CCc2cccs2)C1 (stereo not drawn),-1
CCOC(=O)C1CCCN(C(=O)c2cccc(C(F)(F)F)c2)CC1 (stereo not drawn),0
CNc1ccc2ncc(-c3ccc(OC)c(OC)c3)n2n1,9
O=C(OC1CC2CCC(C1)[N+]21CCCC1)C(O)(c1ccccc1)c1ccccc1 (stereo not drawn),0
O=C(NCc1ccc(F)cc1)C1CCCN(c2nc3ccccc3o2)C1 (stereo not drawn),-3
O=C(Nc1cccc2c1CCCC2)c1cc(C2CCCCN2C(=O)c2cccs2)on1 (stereo not drawn),-1
COc1ccc(CN2C(=O)C(CC(=O)NCCN3CCOCC3)CC(C(=O)N3CCCCCC3)=C2C)cc1 (stereo not drawn),2
NC(c1ccccc1)c1csc(NC(=O)Nc2ccc(OC(F)(F)F)cc2)n1 (stereo not drawn),-4
COCCCN1C(=O)C(CC(=O)NC2CCCCC2)CC(C(=O)N2CCCCCC2)=C1C (stereo not drawn),-4
COc1ccc(CN2CCC(C)(Oc3ccc(C(C)=O)cc3)C2)c2ccccc12 (stereo not drawn),3
COc1ccc(S(=O)(=O)NC(=O)C2(C)CCN2C(=O)CC2CC2)cc1 (stereo not drawn),-4
CC1(C(=O)NS(=O)(=O)c2ccc(Cl)cc2)CCN1C(=O)Cc1ccsc1 (stereo not drawn),-1
CC(=O)NCCNc1nc2cc(-c3cscc3C)sc2c(=O)n1C,-1
CCCC(=O)N1CCC1(C)C(=O)NCc1ccc(SC)cc1 (stereo not drawn),0
CC1Oc2ccc(C#N)cc2N(Cc2ccc(F)cc2)C1=O (stereo not drawn),3
COc1ccc(/C(C)=N/NC(=O)Cc2cc(=O)[nH][nH]2)cc1OC,3
COc1cc(NC(=O)c2ccccc2)c(C)cc1NC(=O)CSc1nnc(COc2ccccc2)n1Cc1ccco1,0
CC(=O)NCCNc1nc2cc(-c3ccc(C(=O)N4CCN(C)CC4)cc3)sc2c(=O)n1C,-3
COc1cc(-c2cc3nc(NC4CCCCC4)ccn3n2)cc(OC)c1OC,5
CCOC(=O)C1(C)CCCN(C(=O)c2c(F)ccc(C)c2F)C1 (stereo not drawn),-3
COc1ccc(CNC(=O)CSc2nc3c([nH]2)c(=O)n(C)c(=O)n3C)cc1,-8
O=C(Nc1ccc(OCc2ccccc2)cc1)Nc1nnc([C@H]2C[C@H](O)[C@@H](CO)O2)s1,5
Oc1ccc(/C=N/Nc2ccc(C(F)(F)F)cn2)cc1O,26
COc1ccccc1-c1c(C(F)(F)F)oc2cc(OCC(=O)Nc3cc(C)ccc3C)ccc2c1=O,24
c1ccc(COc2cccc(-c3cc4nc(NCCN5CCOCC5)ccn4n3)c2)cc1,0
CC(C)Nc1nc(NCCN2CCCC2)c2sc(-c3ccccc3)cc2n1,8
OC[C@@H]1CN(Cc2cccs2)C[C@H](n2cnc3c(NCc4ccc(F)cc4)ncnc32)O1,-4
O=C(O)CC(Sc1ccc(Cl)cc1)C(=O)Nc1ccccc1 (stereo not drawn),-1
Nn1c(SCC(=O)N2c3ccccc3Sc3ccccc32)nnc1-c1n[nH]c2c1CCC2,14
CCOc1cc(C(=O)N2CCc3cc(OC)c(OC)cc3C2)ccc1OC(F)F,13
Cc1ccc(S(=O)(=O)N2CCCC2C(=O)N2CCc3ccccc3C2)cc1 (stereo not drawn),-1
Cc1cccc(NC(=O)c2cc3c(C)nn(-c4ccccc4)c3s2)c1,1
CCC[C@H]1[C@@H](N(C)Cc2ccccc2)CC[C@@]23CCCN2C(=O)CCC[C@@H]13,4

Random excerpt: two compounds from above, in no set order.
Structure,NSD2 HMT inh
O=C(O)CC(Sc1ccc(Cl)cc1)C(=O)Nc1ccccc1 (stereo not drawn),-1
Cc1cccc(NC(=O)c2cc3c(C)nn(-c4ccccc4)c3s2)c1,1

Next results.
Structure,NSD2 HMT inh
CC(=O)Nc1ccc(S(=O)(=O)NCC2CCN(C(=O)C(=O)c3cc4ccccc4o3)CC2)cc1,1
CC(=O)Nc1ccc(C(=O)N2CCCCC2c2cc(C(=O)Nc3ccccc3)no2)cc1 (stereo not drawn),-2
COc1ccc(-c2coc3c(C(=O)NCc4ccc(F)c(F)c4)cccc23)c(C)c1,-4
CC(C)(C)c1ccc(-c2nnc(SCc3ccccc3)n2Cc2ccco2)cc1,2
CCCc1ccc(C(O)c2ncc(-c3cccc(C)c3)[nH]2)cc1 (stereo not drawn),0
CC(=O)Nc1ccc(-c2ccnc3c2CC(C)(C(=O)Nc2ccc(Cl)c(C(F)(F)F)c2)O3)cc1 (stereo not drawn),-2
CCN(C)C(=O)Oc1cccc([C@H](C)N(C)C)c1,-5
CC1(C(=O)NCc2cccnc2)CCN1C(=O)Cc1cccs1 (stereo not drawn),-1
CC(=O)c1cccc(OCC(=O)N(C)CC(=O)Nc2ccc(F)cc2)c1,-2
CSc1ccc(OC2(C)CCN(Cc3ccccc3)C2)cc1 (stereo not drawn),7

Copied from the list.
CCCC(=O)N1CCC1(C)C(=O)NCc1ccc(SC)cc1 (stereo not drawn) | NSD2 HMT inh: 0
COCCCN1C(=O)C(CC(=O)NC2CCCCC2)CC(C(=O)N2CCCCCC2)=C1C (stereo not drawn) | NSD2 HMT inh: -4
COc1ccccc1-c1c(C(F)(F)F)oc2cc(OCC(=O)Nc3cc(C)ccc3C)ccc2c1=O | NSD2 HMT inh: 24
C[N+]1(CC(=O)NNc2c3ccccc3nc3ccccc23)CCOCC1 | NSD2 HMT inh: 11
O=C(O)CC(Sc1ccc(Cl)cc1)C(=O)Nc1ccccc1 (stereo not drawn) | NSD2 HMT inh: -1
CCOC(=O)C1(C)CCCN(C(=O)c2c(F)ccc(C)c2F)C1 (stereo not drawn) | NSD2 HMT inh: -3

(further entries)
Structure,NSD2 HMT inh
COc1cccc(N2CCN(C(=O)CCn3c(=S)[nH]c4cc5c(cc4c3=O)OCO5)CC2)c1,1
Cc1cccc(NC(=O)Nc2nnc([C@H]3C[C@H](O)[C@@H](CO)O3)s2)c1,2
O=C(NCCc1ccccc1)OCc1cn(Cc2ccccc2Cl)nn1,0
CC(=O)Nc1cccc(-c2ccnc3c2CC(C)(C(=O)Nc2ccc4c(c2)OCO4)O3)c1 (stereo not drawn),0
Nn1c(SCC(=O)N2CCOCC2)nnc1-c1n[nH]c2c1CCC2,-1
CCC(=NNc1ccc([N+](=O)[O-])cc1[N+](=O)[O-])c1ccccc1,20
COc1ccc(S(=O)(=O)N2CCCCC2c2cc(C(=O)Nc3ccccc3)no2)cc1 (stereo not drawn),9
Cc1ccc(Cl)cc1-c1cc(C(=O)NCc2ccco2)[nH]n1,-1
c1ccc2[nH]c(CNc3nc(N4CCOCC4)nc4c3ncn4-c3ccsc3)nc2c1,1
CC(CC(=O)Nc1ccc2c(c1)c(=O)n(C)n2Cc1ccc(F)cc1)C(F)(F)F (stereo not drawn),-2
Cc1ccsc1C(=O)N1CCC1(C)C(=O)NCc1cccc2ccccc12 (stereo not drawn),-1
C=C(C)Cn1c2ccc(NC(=O)NCCc3cccs3)cc2c(=O)n1C,7
COc1ccc(CN2CCC(CNC(=O)NC3CCCC3)CC2)cc1,-7
COC(=O)c1cc(OC)c(OC)cc1NC(=O)c1ccoc1C,-2
COc1ccc2ccccc2c1C=NNC(=O)c1cc(-c2ccc(C)cc2)n[nH]1,-3
COc1ccccc1-c1csc(C(NC(C)=O)c2cccc(F)c2)n1 (stereo not drawn),-2
O=C(NCc1cccnc1)c1cc(C2CCCN(C(=O)CCCc3ccccc3)C2)on1 (stereo not drawn),-1
c1ccc(Cn2c(SC3CCCCC3)nnc2-c2cccnc2)cc1,8
OC(c1cccc(Cl)c1)c1nc(-c2ccc(Cl)cc2)cs1 (stereo not drawn),-2
CC(C)NC(=O)C1(C)CN(S(C)(=O)=O)CC(=O)N1CCCn1ccnc1 (stereo not drawn),16
CNc1ccc(-c2cc(OC)ccc2OC)cn1,2
O=C(NCc1ccc(F)cc1)c1cc(C2CCCCN2C(=O)c2ccc(Cl)cc2)on1 (stereo not drawn),0
O=C(Nc1ccccc1)C1Cc2c(-c3ccccc3Oc3ccccc3)ccnc2O1 (stereo not drawn),1
O=C(CSc1nnc(-c2ccccc2)n1-c1ccc(Cl)cc1)Nc1ccccc1-c1ccccc1,-2
COc1cccc(-n2c(N)c(C#N)c3ccc([N+](=O)[O-])cc3c2=O)c1,0
OC[C@@H]1CN(Cc2ccc3c(c2)OCO3)C[C@H](n2cnc3c(NCc4ccc(F)cc4)ncnc32)O1,0
CCc1nc2ccc(C(=O)Nc3ccc(NC(C)=O)cc3)cn2c1N(CCC(C)C)CCN(C)C,12
CC1(Cc2ccc3c(c2)OCO3)C(=O)Nc2c(Cl)ccc(Cl)c21 (stereo not drawn),-1
O=Cc1sc(N2CCOCC2)nc1-c1ccccc1,19
CCCCN(C=O)c1c(CC)nc2c(OCC(=O)N3CCOCC3)cccn12,2
OCCNc1ncnc2c1ncn2[C@H]1CN(Cc2cccs2)C[C@@H](CO)O1,-2
CC(C)(C)c1ccc(C(=O)N2CCC2(C)C(=O)NCC(F)(F)F)cc1 (stereo not drawn),-1
CC(C)c1ccc(NC(=O)Nc2nc(C(N)C3CCCCC3)cs2)cc1 (stereo not drawn),1
Nc1ccc(Cc2nc3cc4ccccc4cc3[nH]2)cc1,0
CC1(C)CC(=O)C2=C(C1)N(c1ccc(F)cc1)C(=O)C2(NC(=O)c1ccccc1)C(F)(F)F (stereo not drawn),-1
O=C(CSc1nnc(-c2ccccc2)n1-c1ccc(Cl)cc1)Nc1ccc(OCc2ccccc2)cc1,-1
CC(C)(C)c1ccc(CC(=O)N2CCC2(C)C(=O)O)cc1 (stereo not drawn),0
Cc1nc(C(F)(F)F)ccc1C(=O)N1CCC(C)(C(=O)O)C1 (stereo not drawn),-1
COCCNC(=O)C1(C)CCCN(C(=O)c2cc(F)ccc2C)C1 (stereo not drawn),-1
Cc1cc(Br)c2c(c1)[C@](O)(c1cn(C)c3ccccc13)C(=O)N2C,2
CCN(CC)C(=O)c1csc(COCCO)n1,-1
Cc1cc(C)nc(Nc2nc(C(N)CCc3ccccc3)cs2)n1 (stereo not drawn),8
Cc1c(Cl)cccc1NC(=S)N/N=C/c1ccccc1Cl,-1
CC(C)(C(=O)N1CCC1(C)C(=O)NS(=O)(=O)c1cccc(Cl)c1)c1ccccc1 (stereo not drawn),1
COc1cccc(-c2cnc3c(NC(C)=O)cc(-c4cccc(C(=O)NCCO)c4)cn23)c1,4
Cn1c(=O)c2cc(NC(=O)NCCc3cccs3)ccc2n1Cc1cccc(C(F)(F)F)c1,0
O=C(/C=C1\OCc2ccccc21)OCc1ccccc1,3
COc1cccc2[nH]c3c(N4CCN(Cc5ccc6c(c5)OCO6)CC4)ncnc3c12,1

Screening results: PubChem, Broad Institute

These rows are one share of the data (hit frequency here may not be typical).
